TAG inh: triacylglycerol accumulation inhibition; AID 651582; inhibition, % at 12.5 µM; H9c2 cells, Nile Red lipid (TAG) fluorescence; cells loaded with 200 µM oleic acid; 230,000 compounds, 0.66% hits;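 active means pattern-corrected inhibition of lipid staining of at least 50% with the nuclear-stain viability signal not falling by more than 50%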;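 further: 0% = DMSO wells and 100% = triacsin C control wells; some results filed as inactive read as strong as hits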
TAG inh DAPI viability: further read-out of TAG inh, marked with its call; DAPI nuclei signal change (viability), lower = more cytotoxic, %;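 whole-well DAPI fluorescence read on a plate reader as a viability signal; minus 50 percent equals half of cells still viable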
* marks the source's active call; other numbers are inactive results.

#	smiles	TAG inh	TAG inh DAPI viability
1	CN(C)c1ccnc2sc3c(NCC(O)CO)ncnc3c12 (configuration not stated)	12.4	-1.6
2	CN(Cc1ccc(C(C)(C)C)cc1)C(=O)c1ccc2c(c1)OCO2	-39.6	6.8
3	CC(=O)N1CCc2c(sc(NC(=O)C3CCCN3S(=O)(=O)c3cccs3)c2C#N)C1 (configuration not stated)	1.3	0.5
4	O=C(CSc1nnc(-c2ccncc2)n1CCc1ccccc1)NCc1ccccc1	22.1	-6.3
5	CC(=O)N1c2c(cc(Br)cc2S(=O)(=O)NCc2cccnc2)CC1C (configuration not stated)	1.9	-9.0
6	CCC(c1nnnn1CCc1ccccc1)N(Cc1ccco1)Cc1cc2cc(C)cc(C)c2[nH]c1=O (configuration not stated)	3.8	11.1
7	CCn1c(=O)cc(OCC(=O)Nc2cccnc2)c2ccccc21	-7.3	0.0
8	CC(C)c1ccc(C2CC(=O)N3CN(Cc4ccco4)CSC3=C2C#N)cc1 (configuration not stated)	4.5	4.6
9	COc1cccc(Nc2nc(C(N)Cc3ccccc3)cs2)n1 (configuration not stated)	19.6	-4.2
10	COc1ccc(-c2n[nH]c(C)c2-c2cc(OC)ccc2O)cc1	-1.4	3.5
11	CCc1nc2c(OCCOc3ccc(F)cc3)cccn2c1N(C)C(=O)c1ccc(C)cc1	4.7	-2.6
12	Cc1noc(C)c1S(=O)(=O)Nc1c(C)n(C)n(-c2ccccc2)c1=O	22.4	-19.0
13	O=C(N/N=C1/CCS(=O)(=O)c2ccc(F)cc21)c1ccccn1	0.5	-1.5
14	CN1C(=O)c2ccc(NC(=O)C3CC3)cc2C1=O	7.7	-4.1
15	O=C(COc1ccccc1-c1ccccc1)NN=C1CCCC1	5.7	0.0
16	Cc1ccc(-n2cnc(N)c2C(=O)c2cccc([N+](=O)[O-])c2)cc1	-4.5	5.3
17	O=C1C(Cl)=C(Oc2ccccc2)C(=O)c2ccccc21	22.6	-35.2
18	COc1cc(C)c(NC(=S)NCCCN2CCOCC2)cc1OC	-0.9	-6.5
19	O=C(CCc1ccccc1)NC(=S)Nc1cccc(C(=O)O)c1	-2.5	-8.3
20	O=[N+]([O-])c1ccccc1CN1CCN(S(=O)(=O)c2ccccc2)CC1	6.1	8.5

Next part, overlapping the part above by 4 compounds.
#	smiles	TAG inh	TAG inh DAPI viability
17	O=C1C(Cl)=C(Oc2ccccc2)C(=O)c2ccccc21	22.6	-35.2
18	COc1cc(C)c(NC(=S)NCCCN2CCOCC2)cc1OC	-0.9	-6.5
19	O=C(CCc1ccccc1)NC(=S)Nc1cccc(C(=O)O)c1	-2.5	-8.3
20	O=[N+]([O-])c1ccccc1CN1CCN(S(=O)(=O)c2ccccc2)CC1	6.1	8.5
21	Cc1ccc(C(CC(=O)O)Nc2nc(N3CCCCC3)nc(N3CCCCC3)n2)cc1 (configuration not stated)	3.5	3.2
22	CC[C@]12c3[nH]c4cc(-c5ccco5)ccc4c3CCN1C(=O)[C@@H](CC(=O)NCCCN(C)C)C[C@@H]2C(=O)N1CCN(C(=O)C2CC2)CC1	-17.5	18.9
23	CC(OC(=O)CNC(=O)c1sc2ccccc2c1Cl)C(=O)NC1(C#N)CCCCC1 (configuration not stated)	7.1	-5.6
24	CN(C)/C=C1\NC(=S)N(c2ccccc2)C1=O	5.9	-3.0
25	CSc1ccccc1NC(=O)CN(C)CC(=O)NCC(=O)Nc1ccc(F)cc1	-1.4	-2.9
26	COc1cc(/C=N/NC(=O)c2ccncc2)ccc1OC(=O)c1ccc([N+](=O)[O-])cc1	3.0	9.0
27	Cc1cc(C)cc(NC(=O)Cn2c(=O)oc3cc(S(=O)(=O)N4CCC(C)CC4)ccc32)c1	-1.7	1.3
28	Cc1ccc(S(=O)(=O)NC(=O)C2(C)CCN2C(=O)c2c(C)noc2C)cc1 (configuration not stated)	-0.2	-2.9
29	CCS(=O)(=O)NCC(c1cccnc1)N1CCN(c2ccccc2OC)CC1 (configuration not stated)	-4.5	-8.6
30	COC(=O)CSc1nnc(-c2cccnc2)o1	7.0	-7.6
31	FC(F)(F)c1nc(-c2ccncc2)ncc1-c1nnnn1-c1ccccc1	-13.9	8.6
32	COc1ccc(CCC(=O)Nc2cccc(S(=O)(=O)N3CCOCC3)c2)cc1OC	-6.2	3.9
33	O=c1cc(C(F)(F)F)oc2c1ccc1ccccc12	11.0	-1.4
34	Cn1c(-c2ccccc2)c(C(=O)CCl)c2ccccc21	15.9	-12.0
35	Cc1csc2c(NCCCN3CCOCC3)ncnc12	-2.3	11.2
36	O=C1c2ccccc2C(=O)N1CCSc1ncn[nH]1	2.2	2.5
37	Cc1c(C(=O)NCc2cccnc2)oc2ccc(S(=O)(=O)N3CCCC(C)C3)cc12 (configuration not stated)	-22.0	1.1
38	CC(NC(=O)Cn1cnc2c1c(=O)n(C)c(=O)n2C)c1ccccc1 (configuration not stated)	-13.2	0.8
39	CC(C)OC(=O)CSc1nnc(-c2ccc([N+](=O)[O-])cc2)o1	1.9	-0.1
40	COc1ccccc1NC(=O)CSc1ccc(-c2cccs2)nn1	-43.9	-0.9
41	COCCNC(=O)c1onc(CSc2cc(C)ccc2C)c1C(=O)O	-23.1	-2.9
42	Cc1ccc(CNC(=O)CCC(=O)Nc2nnc(C3CCCCC3)s2)cc1	-4.0	-5.3
43	O=C(O)C(Cc1ccnc2ccccc12)=NO	-8.2	4.7
44	O=C(NCC(=O)N(c1ccccc1F)C(C(=O)NCC1CCCO1)c1ccccc1)c1ccco1 (configuration not stated)	5.2	1.0
45	NS(=O)(=O)c1cccc(Nc2nc3ccccc3nc2NS(=O)(=O)c2ccc(Cl)cc2)c1	-6.7	-2.6
46	CCc1nc2c(OCc3ccc(Cl)cc3)cccn2c1N(C)C(=O)c1ccc(C)cc1	3.0	-2.0
47	CC1CN(c2nc3c(c(=O)[nH]c(=O)n3C)n2Cc2ccccc2F)CC(C)O1 (configuration not stated)	3.7	31.2
48	O=C(NC(=S)Nc1ccc(F)c(Cl)c1)C1CC1	5.9	6.5
49	COCCCNC(=O)CSc1ccc(Cl)cc1	-14.0	-9.6
50	CC(=O)Nc1ccc(S(=O)(=O)N2CCN(CCC#N)CC2)cc1	4.3	0.4
51	O=C(CSc1ccc(-c2ccc(F)cc2)nn1)NCCc1ccccc1	-13.0	6.9
52	Clc1ccc(C2=Nn3c(nnc3-c3n[nH]c4c3CCC4)SC2)cc1Cl	43.0	-7.0
53	CC1=C(C(=O)N2CCOCC2)CC(CC(=O)NC2CCCC2)C(=O)N1Cc1ccc(C(C)(C)C)cc1 (configuration not stated)	3.5	-15.0
54	COc1ccc(C(=O)NCC2OCCc3ccccc32)cc1OC (configuration not stated)	-30.9	15.7
55	Cc1ccc(S(=O)(=O)N2C[C@H]3[C@H]4C(=O)N(c5ccccc5)C(=O)[C@H]4C[C@H](OC(=O)NC4CCCC4)[C@@]3(O)C2)cc1	3.0	-4.7
56	CN(CC(=O)Nc1cccc(F)c1)C(=O)CNS(=O)(=O)c1ccc(N(C)C)c([N+](=O)[O-])c1	-9.0	11.9
57	CCCC(=O)OCC(=O)Nc1ccc(OC(F)F)cc1	-4.3	-0.9
58	COCCOc1ccc(C(F)(F)F)cc1NC(=O)COC(=O)c1c(C)noc1C	-27.5	-5.3
59	COCCn1c(SCC(=O)Nc2sc(C)c(C)c2C#N)nnc1-c1ccc(OC)cc1	10.1	-5.2
60	COc1ccc(/C=N/N=C2/NC(=O)C(CC(=O)NC(C)C)S2)cc1 (configuration not stated)	14.3	-11.7
61	CCCCC(=O)N1C(C)CCC1C (configuration not stated)	-4.5	4.0
62	CC1C/C(=N/N=C2/NC(=O)CS2)CC(C)(C)C1 (configuration not stated)	2.0	-1.3
63	COc1ccc(CNC(=O)COC(=O)c2cc(S(=O)(=O)N3CCOCC3)ccc2O)cc1OC	12.4	0.4
64	CN1C(=S)SC(/[N+]([O-])=C/c2ccc(Cl)cc2)C1(C)C (configuration not stated)	-1.0	-3.8
65	COC(=O)c1sc(C(F)(F)F)c(-c2ccccc2)c1S(=O)(=O)NC(C)(C)C	0.2	-0.9
66	O=C(/C=C/c1ccco1)NCCc1ccccc1	-9.2	5.0
67	COc1cccc(OC)c1OCC(O)CN1CCN(c2ccccc2)CC1 (configuration not stated)	21.8	-5.2
68	CCCCS/C(N)=N/N=C/c1ccccc1O	3.4	15.9
69	COc1ccccc1-c1nc(C(N)=O)c2[nH]c(=O)n(-c3cccc(C)c3)c2n1	-4.8	7.8
70	CSCCC(N=C(NS(=O)(=O)c1ccc(C)cc1)c1ccccc1)C(=O)O (configuration not stated)	1.0	7.5
71	COc1ccc(C2CC(c3ccc(Cl)cc3)=NN2C(C)=O)cc1 (configuration not stated)	-17.0	-5.4
72	CCCN(CC(=O)Nc1ccccc1C)C(=O)/C=C/c1ccc(OCC)c(OC)c1	6.6	5.3
73	Cc1ccc2nc(NC(=O)COC(=O)c3cccnc3)sc2c1	-3.8	-4.0
74	O=C(COC(=O)CNC(=O)c1ccc(Br)o1)Nc1ccccc1OC(F)F	9.3	3.1
75	O=C(CSc1nnnn1-c1ccccc1)Nc1nsc(-c2ccc(Cl)cc2)n1	11.9	2.2
76	CCn1cc(C(=O)OCC(=O)c2ccc(Cl)cc2)c(=O)c2ccc(C)nc21	5.4	-2.8
77	CCCCS(=O)(=O)N1CN(S(=O)(=O)CCCC)C2NC(=O)NC21 (configuration not stated)	-2.2	0.9
78	CCOc1ccc(CN2CCNC(=O)C2CC(=O)N(C)Cc2nonc2C)cc1 (configuration not stated)	10.8	-3.8
79	CN(CC(=O)Nc1ccc(F)cc1)C(=O)COc1ncnc2ccccc12	-10.0	9.3
80	CC1CN(C(=O)CCC(=O)NC2CCCCC2)c2ccccc2S1 (configuration not stated)	-2.5	0.4

(list continues)
#	smiles	TAG inh	TAG inh DAPI viability
81	O=C(Nc1cccc(Cl)c1)c1ccc2sc([C@H]3C[C@H](O)[C@@H](CO)O3)nc2c1	6.5	2.1
82	COc1cc(/C=N/Nc2nc(=O)[nH]nc2C)cc([N+](=O)[O-])c1O	1.2	7.3
83	C[C@@H]1CN([C@@H](C)CO)C(=O)c2cc(NC(=O)Nc3cccc4ccccc34)ccc2O[C@@H](C)CCCCO[C@H]1CN(C)C(=O)c1ccccc1	4.8	-1.6
84	COC(=O)[C@@]12CCCCN1[C@H](c1ccc(SC3CCCCC3)cc1)[C@@H]1C(=O)N(C)C(=O)[C@@H]12	-4.7	2.6
85	CC(C)NOC(=O)c1ccc(Cl)cc1	-3.5	-3.9
86	COc1ccc(C(=O)C(=NN)c2ccccc2)cc1	1.6	2.1
87	CCN(CC(=O)Nc1ccccc1C(F)(F)F)C(=O)c1ccccc1Cc1ccccc1	6.5	-4.9
88	CCCC1(c2ccsc2)NC(=O)NC1=O (configuration not stated)	5.2	6.1
89	CCN(Cc1cccc(OC)c1)CC1CCCN(CCc2cccc(OC)c2)C1 (configuration not stated)	2.2	15.6
90	CSc1nncc(-c2ccccc2)n1	11.1	-4.2
91	CCCCNc1cc(C(=O)O)cc(S(N)(=O)=O)c1Oc1ccccc1	20.7	12.9
92	Cn1cc(CNC(=O)c2sc3cccc(Cl)c3c2Cl)cn1	-20.3	1.2
93	CCCOC(=O)c1ccc(Oc2cn[nH]c2-c2ccc(OCC(=O)NN)cc2O)cc1	-10.5	10.6
94	Cc1cc(-c2ccco2)n(CC(=O)NCCN(C)C)n1	2.1	6.0
95	CC1CCCCN1CCCNC(=O)c1ccc2c(=O)n(CCc3ccccc3)c(=O)[nH]c2c1 (configuration not stated)	36.4	8.1
96	COc1cccc(NC(=O)C(c2ccccc2)N2CCN(c3ccccn3)CC2)c1 (configuration not stated)	9.3	3.1
97	Cc1ccc(NC(=S)NC2CCCC2)c(C)c1	-16.3	6.9
98	Cn1cnc2c(cnn2C)c1=N	-3.5	13.3
99	CC(=O)c1ccc(NC(=O)CN2CCN(S(=O)(=O)c3ccc4c(c3)OCCO4)CC2)cc1	0.7	9.9
100	CCOC(=O)c1c(NC(=O)COC(=O)c2ccc(C)s2)sc2c1CC(C)(C)NC2(C)C	17.2	-5.7
101	N#C/C(=C/c1cccs1)c1nc2ccccc2[nH]1	23.4	-9.3
102	COc1ccc(S(=O)(=O)N2CCCCCC2)cc1NC(C)C(=O)Nc1ccc(NC(C)=O)cc1 (configuration not stated)	-4.5	1.7
103	COc1ccccc1NS(=O)(=O)c1cc(NC(=O)C2CCCC2)ccc1N1CCOCC1	33.7	-12.6
104	Cc1nn(-c2nc3ccccc3[nH]2)c(N)c1-c1ccccc1	-10.6	3.0
105	CC(=O)Nc1ccc(NC(=O)C(C)OC(=O)C2CCN(S(=O)(=O)c3ccc4c(c3)OCCO4)CC2)cc1 (configuration not stated)	-11.2	0.5
106	CCOC(=O)c1ccc(N2C(=O)c3n[nH]c(C)c3C2c2ccccc2)cc1 (configuration not stated)	12.2	1.8
107	CCCCCc1cc(OC)cc2c1C(=O)OC(C)(C)O2	13.3	-7.5
108	CN(C)C(=O)CN1C(=O)C2CCCCN2C(=O)c2ccccc21 (configuration not stated)	7.5	-12.2
109	CCCCn1c(N)c(N(CCOC)C(=O)c2ccc(N3C(=O)CCC3=O)cc2)c(=O)[nH]c1=O	-7.7	6.3
110	Cc1c(NC(=S)NC(=O)CC(C)C)c(=O)n(-c2ccccc2)n1C	-3.3	12.3
111	CCN(CC)CCCNC(=O)c1cc2c(=O)n(C)c3ccccc3c2n1C	38.0	5.5
112	Cc1ccccc1-n1c(CSC(=N)N)nc2ccccc2c1=O	2.9	-1.3
113	O=C(Nc1ccc(S(=O)(=O)N2CCOCC2)cc1)c1cc(-c2ccccc2O)n[nH]1	14.6	-6.1
114	CSCCC(C(=O)NCc1cccs1)N1C(=O)c2ccccc2C1=O (configuration not stated)	1.0	10.1
115	COc1ccc(C2(C(=O)Nc3ccc(S(N)(=O)=O)cc3)CCCC2)cc1	16.8	-6.3
116	C/C(=N/NC(=O)CNC(=O)c1ccccn1)c1ccc([N+](=O)[O-])cc1	5.2	9.1

Only part of the results is shown; the hit share may differ from the screen's.
